# High-throughput results as filed in PubChem.
# TbREL1 inh: TbREL1 RNA ligase inhibitors, primary screen, biochemical, FRET fluorescence; RNA-editing ligase 1, mitochondrial (Trypanosoma brucei brucei), P86926; TbREL1 RNA ligation; inhibition, % at 9.66 µM; actives 0.49% (n = 89,000); AID 1117264, 2014;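 active means inhibition above the mean inhibition across all screened compounds plus 3 SD, cut at about 11% in these data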;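 further: 0% = plate median of test wells and 100% = NSC42067 control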
# Target sequence (P86926 whole entry, looked up): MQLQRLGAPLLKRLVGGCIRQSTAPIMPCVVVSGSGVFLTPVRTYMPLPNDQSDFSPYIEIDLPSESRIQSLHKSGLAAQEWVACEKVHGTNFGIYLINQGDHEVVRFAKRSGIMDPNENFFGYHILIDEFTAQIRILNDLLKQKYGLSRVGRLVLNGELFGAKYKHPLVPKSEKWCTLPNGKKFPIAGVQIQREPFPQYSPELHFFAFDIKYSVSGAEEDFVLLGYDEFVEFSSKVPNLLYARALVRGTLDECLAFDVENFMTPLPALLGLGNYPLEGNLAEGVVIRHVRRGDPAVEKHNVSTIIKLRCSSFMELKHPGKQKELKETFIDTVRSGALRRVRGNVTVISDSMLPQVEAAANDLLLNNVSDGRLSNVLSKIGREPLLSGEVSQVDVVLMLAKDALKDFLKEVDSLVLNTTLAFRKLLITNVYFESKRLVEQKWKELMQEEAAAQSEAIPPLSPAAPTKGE
# Active calls of the source: *.
SMILES,TbREL1 inh
N#CC1c2ccccc2-n2nncc2CN1C(=O)c1ccccc1F (configuration not stated),-1
O=C(c1cc(F)ccc1F)C1CCCN(Cc2ccc3nonc3c2)C1 (configuration not stated),3
COc1ccc(O)c(CN2CCCC(C(=O)c3sccc3C)C2)c1 (configuration not stated),3
COc1ccc(/C=C2/C(=O)NC(=O)N(c3ccc(C)c(C)c3)C2=O)cc1CN1C(=O)c2ccccc2C1=O,-2
C=CCN1Cc2ccccc2-n2nncc2C1,5
CCOP(=O)(NC(C)C)Oc1ccc(SC)c(C)c1 (configuration not stated),-2
C/C(=N\N1CCCCC1c1cccnc1)c1c(O)n(C2CCCCC2)c(=S)[nH]c1=O (configuration not stated),-2
O=C(NCCN1CCOCC1)c1ccc(Cl)nc1,-3
COc1cc(C2SCC(=O)Nc3c2c(=O)[nH]n3C2CCCCCC2)cc(OC)c1OC (configuration not stated),-5
CCOC(=O)C1=C(N)Oc2c(c(=O)oc3ccccc23)C12C(=O)N(C)c1ccccc12 (configuration not stated),6
CC(CO)(CO)N=Cc1c(O)n(-c2cccc3ccccc23)c(=O)[nH]c1=O,3
COC(=O)C1=C(c2ccc3ccccc3c2)C[C@@H]2CC[C@H]1N2C(=O)N1CCCCC1,-1
CCOC(=O)[C@]12Cc3ccccc3[C@H]1N(C(C)C)C(=O)c1cc(OC)ccc12,0
Cc1ccsc1C(=O)C1CCCN(Cc2cccn2-c2ccccn2)C1 (configuration not stated),6
Cc1ccc2nc3c(cc2c1)CC1(C(=O)N(C)C(=O)N(C)C1=O)C1COCCN31 (configuration not stated),2
CCC(=O)c1cn(Cc2ccccc2)c2ccccc12,-2
N#Cc1cn(C2OC(CO)C(O)C2O)c2ncnc(N)c12 (configuration not stated),-2
O=C1NC(=O)C(Cc2ccccc2)(Cc2ccccc2)C(=O)N1,4
COC(=O)C1=C(c2ccccc2)C[C@@H]2CC[C@H]1N2C(=O)N1CCOCC1,4
COc1ccc(OC)c(N2C(=O)NC(=O)C3(Cc4cc(C)ccc4N(C)C3)C2=O)c1 (configuration not stated),-1
COC(=O)C1=C(c2cccc(OCc3ccccc3)c2)C[C@@H]2CC[C@H]1N2C(=O)NCc1ccc([N+](=O)[O-])cc1,-2
CC1NC(=O)NC(=O)C1Br (configuration not stated),-1
CN1C(=O)C(Cc2nc3ccccc3c(=O)n2-c2ccccc2)c2ccccc21 (configuration not stated),-2
CCCCn1c(N)c(C(=O)OCCOC)c2nc3ccccc3nc21,4
Cc1cccc(N2C(=O)CC(=O)NC2=O)c1,-2
CC(O)(CS(=O)(=O)c1ccccc1)C(=O)Nc1cccc(C(F)(F)F)c1 (configuration not stated),2
S=C(NCCc1ccccc1)N1Cc2cc(N3CCOCC3)ccc2-n2nncc2C1,-3
CCC(C)N1C(=O)/C(=C\c2cnc(N(C)C)nc2)C(=O)NC1=S (configuration not stated),3
CCC(=O)C(CCN1CCOCC1)(c1ccccc1)c1ccccc1,-2
Cc1ccc2c(c1)C1CN(C)CCC1N2C(=O)Nc1cccc(Cl)c1 (configuration not stated),1
O=C(c1ccccc1)C(CN1CCCC1)c1ccccc1 (configuration not stated),0
COc1ccc(CN2CCN(C(=O)COc3cccc(C)c3)CC2)c(OC)c1,-2
CSc1ncc(CN2CCCC(C(=O)c3ccccc3SC)C2)cn1 (configuration not stated),-1
COc1ccc(-n2nnnc2C(c2ccnc3ccccc23)N2CCC(n3c(=O)[nH]c4ccccc43)CC2)cc1 (configuration not stated),3
COC(=O)C1=C(c2c(C)noc2C)C[C@@H]2CC[C@H]1N2C(=O)NCC1CC1,-1
CC(=O)Nc1nc(CCl)cs1,0
CC1=NOC2(C)Nc3ncnn3C(c3ccccc3)C12 (configuration not stated),1
CC(C)C[C@@H]1COc2cccc(N3CCN(C)CC3)c2S(=O)(=O)N1,-3
COCCCNP1(=O)OCC(C)([N+](=O)[O-])CO1 (configuration not stated),2
Cc1ccc(C2(O)CC(C)N(C)CC2C)cc1 (configuration not stated),-2

# Exported with tabs: entries from further up.
structure	TbREL1 inh
Cc1cccc(N2C(=O)CC(=O)NC2=O)c1	-2
CC(O)(CS(=O)(=O)c1ccccc1)C(=O)Nc1cccc(C(F)(F)F)c1 (configuration not stated)	2

# (continued)
SMILES,TbREL1 inh
Cc1ccc(-n2c(/C=C/c3ccc4c(c3)OCO4)nc3ccccc3c2=O)cc1,-1
CCOc1c(Cl)cc(CNCCc2c[nH]c3ccccc23)cc1OC,8
CC1CN(CC(=O)c2ccccc2Cl)CC(C)O1 (configuration not stated),2
O=C1NC(=O)C(=Cc2ccc(Cl)cc2)C(=O)N1,-1
COC(=O)C1=C(c2c(C)noc2C)C[C@@H]2CC[C@H]1N2C(=O)N1CCCC1,5
COc1cc2c(c(OC)c1OC)-c1ccc(O)c(=O)cc1[C@@H](NC(C)=O)CC2,0
CCOP(=O)(OCC)C(NC(=O)Cc1ccccc1)C(Cl)(Cl)Cl (configuration not stated),-1
CCOc1cccc(=NC2CCCCC2)c2c(C)n(C)c(C)c12,-3
CCCNC(=O)N1[C@H]2CC[C@@H]1C(C(=O)OC)=C(c1cccc(OC)c1OC)C2,-1
CC(=NCCCN1CCOCC1)c1c(O)n(Cc2ccccc2)c(=O)[nH]c1=O,2
CCCC(C)n1[nH]c(=O)c2c1NC(=O)CSC2c1ccccc1 (configuration not stated),1
COc1ccc(C(=O)C(Cc2ccccc2)N(C)C)cc1 (configuration not stated),0
O=c1[nH]c(=O)n(Cc2ccccc2)c(O)c1/C=N/Nc1c(F)c(F)c(F)c(F)c1F,1
CCC12CN3CCN(CC(C3)C1O)C2 (configuration not stated),5
CC(c1ccccc1)(c1ccccc1)c1ccncc1,-1
CCCCn1c(O)c(C(C)=Nc2ccc3c(c2)CCC3)c(=O)[nH]c1=O,-1
COC(=O)C1=C(c2cccc(C#N)c2)C[C@@H]2CC[C@H]1N2C(=O)NC1Cc2ccccc2C1,0
O=c1[nH]c(O)c(N=Nc2cc([N+](=O)[O-])ccc2O)c(=O)[nH]1,0
COC(=O)C1=C(c2cc3ccccc3o2)C[C@@H]2CC[C@H]1N2C(=O)NCCCOC(C)C,0
COc1ccccc1N1C(=O)NC(=O)/C(=C/c2ccc3c4c(cccc24)CC3)C1=O,1
C=CCn1c(O)c(C(C)=NCCN2CCOCC2)c(=O)[nH]c1=O,7
Cc1ccc(-c2cc(-c3ccccc3)cc(-c3ccccc3)[n+]2-c2ccc(C(=O)O)cc2)cc1,-1
CCOC(=O)C1(c2ccccc2)CCN(CC(O)c2ccc(NC(C)=O)cc2)CC1 (configuration not stated),-2
CCCCOCCCn1c(N)c(C(=O)OCCOC)c2nc3ccccc3nc21,0
O=C(NC1CN2CCC1CC2)c1cc(Cl)c([N+](=O)[O-])c2nc[nH]c12 (configuration not stated),3
COC(=O)CCCNC(=O)CN1CC(c2ccccc2)CC1=O (configuration not stated),2
Cc1nc2ccccc2c(=O)n1-c1cccnc1,0
O=c1[nH]c(=S)n(Cc2ccc(F)cc2)c(O)c1C=NCC1CCCO1 (configuration not stated),-3
Cc1cccn2c(NCC3CCCO3)c(C(C)C)nc12 (configuration not stated),-1
O=C(C(=O)N1CCOCC1)c1cn(CCCOc2ccccc2)c2ccccc12,-1
COC(=O)C1=C(c2cc3ccccc3o2)C[C@@H]2CC[C@H]1N2C(=O)NCc1ccco1,-3
O=C(Cc1ccccc1)OCC(=O)N1CCN(S(=O)(=O)c2ccc(Cl)cc2)CC1,-3
CCC(c1nnnn1-c1ccc2c(c1)OCCO2)N1CCC(n2c(=O)[nH]c3ccccc32)CC1 (configuration not stated),-2
CC1CCC(C(C)C)C(OC(=O)COC(=O)c2ccccc2N)C1 (configuration not stated),-1
O=C(c1ccc(CS(=O)(=O)c2ccc(Br)cc2)o1)N1CCC2(CC1)OCCO2,5
CN1CCc2nc(SCc3ccccc3Br)c(C#N)cc2C1,1
O=C1CSC2(CN3CCC2CC3)N1 (configuration not stated),-1
COc1ccc(-c2ccc3c(c2)CN(C(=O)NC2CCCCC2)Cc2cnnn2-3)cc1,0
Brc1ccc(-[n+]2c(-c3ccccc3)cc(-c3ccccc3)cc2-c2ccccc2)cc1,12*
CCN1CCN(Cc2cc(Br)cc(Br)c2O)CC1,0
Brc1ccc2c(c1)CN(CC1CCCCC1)Cc1cnnn1-2,-2
CC(=O)O[C@H]1CC[C@@]2(C)C(=CC(=O)C3C2CC[C@@]2(C)C3C[C@H](OC(C)=O)[C@@H]2OC(C)=O)C1 (some centres not stated),-3
O=C(CCCCCn1c(=S)[nH]c2ccccc2c1=O)N1CCC2(CC1)OCCO2,-6
O=C1NC(=O)C2(CCN(c3ccccc3)CC2)C(=O)N1,-3
CCOC(=O)CN1C(=O)C2(C(C#N)=C(N)Oc3ccccc32)C(C(=O)OC)=C1C (configuration not stated),2
CCCNC(=O)N1[C@H]2CC[C@@H]1C(C(=O)OC)=C(c1ccc(F)cc1F)C2,0
CC(=O)C1(c2ccccc2)CCN(C(=O)C2CCC(=O)N(CCc3cccc(F)c3)C2)CC1 (configuration not stated),1
NCCc1ccc(S(N)(=O)=O)cc1,2
O=C1NC(=O)C2(Cc3ccccc3N3CCCC32)C(=O)N1c1ccc(Cl)cc1 (configuration not stated),-2
CN(C)c1ccc(C(=O)c2ccc(N(C)C)cc2)cc1,-1
N#C[C@H](O[C@@H]1O[C@H](CO[C@@H]2O[C@H](CO)[C@@H](O)[C@H](O)[C@H]2O)[C@@H](O)[C@H](O)[C@H]1O)c1ccccc1,0
COC(=O)C1=C(c2ccccc2OCc2ccccc2)C[C@@H]2CC[C@H]1N2C(=O)NCc1ccc(C(C)(C)C)cc1,-1
COC(=O)C1=C(c2ccc(OC)c(OC)c2)C[C@@H]2CC[C@H]1N2C(=O)NCCOc1ccc(OC)cc1,3
CCCCCCCSc1cc(OC)c(CCNC)cc1OC,6
CCOC(=O)CNC(=O)N1Cc2cc(N3CCOCC3)ccc2-n2nncc2C1,-1
COC(=O)C1=C(c2cc3ccccc3o2)C[C@@H]2CC[C@H]1N2C(=O)NCc1ccccc1,-3
O=C1CC(=O)N(c2ccc(Cl)cc2Cl)C(=O)N1,-1
CSc1ccccc1C(=O)C1CCCN(Cc2ccccn2)C1 (configuration not stated),-3
C=CCn1c(O)c(C(CC)=NCCc2c[nH]c3ccccc23)c(=O)[nH]c1=O,-2
NS(=O)(=O)OC(CCc1ccccc1)C(Cl)(Cl)Cl (configuration not stated),0

# 25 of the compounds above, bar-delimited:
molecule | TbREL1 inh
CCC(c1nnnn1-c1ccc2c(c1)OCCO2)N1CCC(n2c(=O)[nH]c3ccccc32)CC1 (configuration not stated) | -2
CC1CCC(C(C)C)C(OC(=O)COC(=O)c2ccccc2N)C1 (configuration not stated) | -1
O=C(c1ccc(CS(=O)(=O)c2ccc(Br)cc2)o1)N1CCC2(CC1)OCCO2 | 5
CN1CCc2nc(SCc3ccccc3Br)c(C#N)cc2C1 | 1
O=C1CSC2(CN3CCC2CC3)N1 (configuration not stated) | -1
COc1ccc(-c2ccc3c(c2)CN(C(=O)NC2CCCCC2)Cc2cnnn2-3)cc1 | 0
Brc1ccc(-[n+]2c(-c3ccccc3)cc(-c3ccccc3)cc2-c2ccccc2)cc1 | 12*
CCN1CCN(Cc2cc(Br)cc(Br)c2O)CC1 | 0
Brc1ccc2c(c1)CN(CC1CCCCC1)Cc1cnnn1-2 | -2
CC(=O)O[C@H]1CC[C@@]2(C)C(=CC(=O)C3C2CC[C@@]2(C)C3C[C@H](OC(C)=O)[C@@H]2OC(C)=O)C1 (some centres not stated) | -3
O=C(CCCCCn1c(=S)[nH]c2ccccc2c1=O)N1CCC2(CC1)OCCO2 | -6
O=C1NC(=O)C2(CCN(c3ccccc3)CC2)C(=O)N1 | -3
CCOC(=O)CN1C(=O)C2(C(C#N)=C(N)Oc3ccccc32)C(C(=O)OC)=C1C (configuration not stated) | 2
CCCNC(=O)N1[C@H]2CC[C@@H]1C(C(=O)OC)=C(c1ccc(F)cc1F)C2 | 0
CC(=O)C1(c2ccccc2)CCN(C(=O)C2CCC(=O)N(CCc3cccc(F)c3)C2)CC1 (configuration not stated) | 1
NCCc1ccc(S(N)(=O)=O)cc1 | 2
O=C1NC(=O)C2(Cc3ccccc3N3CCCC32)C(=O)N1c1ccc(Cl)cc1 (configuration not stated) | -2
CN(C)c1ccc(C(=O)c2ccc(N(C)C)cc2)cc1 | -1
N#C[C@H](O[C@@H]1O[C@H](CO[C@@H]2O[C@H](CO)[C@@H](O)[C@H](O)[C@H]2O)[C@@H](O)[C@H](O)[C@H]1O)c1ccccc1 | 0
COC(=O)C1=C(c2ccccc2OCc2ccccc2)C[C@@H]2CC[C@H]1N2C(=O)NCc1ccc(C(C)(C)C)cc1 | -1
COC(=O)C1=C(c2ccc(OC)c(OC)c2)C[C@@H]2CC[C@H]1N2C(=O)NCCOc1ccc(OC)cc1 | 3
CCCCCCCSc1cc(OC)c(CCNC)cc1OC | 6
CCOC(=O)CNC(=O)N1Cc2cc(N3CCOCC3)ccc2-n2nncc2C1 | -1
COC(=O)C1=C(c2cc3ccccc3o2)C[C@@H]2CC[C@H]1N2C(=O)NCc1ccccc1 | -3
O=C1CC(=O)N(c2ccc(Cl)cc2Cl)C(=O)N1 | -1

# Additional results
SMILES,TbREL1 inh
COC(=O)C1=C(c2ccc(OC(F)(F)F)cc2)C[C@@H]2CC[C@H]1N2C(=O)NCCOc1ccc(OC)cc1,2
O=C(c1c[nH]cc1-c1ccccc1)c1cccc2ccccc12,3
COc1cc(/C=C2\C(=O)NC(=O)N(c3ccccc3)C2=O)c([N+](=O)[O-])cc1OC,-4
CCC(=NCc1cccnc1)c1c(O)n(Cc2ccccc2)c(=O)[nH]c1=O,-2
O=C(c1cccc(C(F)(F)F)c1)C1CCCN(Cc2ccccc2O)C1 (configuration not stated),5
O=C1NC(=O)C(CCc2ccncc2)(Cc2cccc(Cl)c2Cl)C(=O)N1c1ccc(Br)cc1 (configuration not stated),-2
CCCCCn1c(=O)c(C(=O)Nc2ccccc2C)c(O)c2ccccc21,0
C[n+]1c(-c2ccccc2)cc(-c2ccc(O)cc2)cc1-c1ccccc1,1

# The list is partial; count on the stated rates, not on these rows.
